PLCg1 inh: inhibitors of human phospholipase C gamma1; P19174; AID 720700; purified PLC-gamma1, fluorogenic substrate, fluorescence; inhibition, % at 12.2 µM; 370,000 tested, 0.84% active; in the data active = inhibition above about 9.5%
PLCb3 inh: blocks human PLC-beta3 enzyme activity; Purified PLC-beta3, fluorogenic substrate, fluorescence; inhibition, % at 12.2 µM; 370,000 tested, 0.18% active; Q01970; in the data active = inhibition above about 11%;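 note: 0% = median of compound wells on plate and 100% = full blocker control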
Target sequence (Q01970 whole entry, looked up): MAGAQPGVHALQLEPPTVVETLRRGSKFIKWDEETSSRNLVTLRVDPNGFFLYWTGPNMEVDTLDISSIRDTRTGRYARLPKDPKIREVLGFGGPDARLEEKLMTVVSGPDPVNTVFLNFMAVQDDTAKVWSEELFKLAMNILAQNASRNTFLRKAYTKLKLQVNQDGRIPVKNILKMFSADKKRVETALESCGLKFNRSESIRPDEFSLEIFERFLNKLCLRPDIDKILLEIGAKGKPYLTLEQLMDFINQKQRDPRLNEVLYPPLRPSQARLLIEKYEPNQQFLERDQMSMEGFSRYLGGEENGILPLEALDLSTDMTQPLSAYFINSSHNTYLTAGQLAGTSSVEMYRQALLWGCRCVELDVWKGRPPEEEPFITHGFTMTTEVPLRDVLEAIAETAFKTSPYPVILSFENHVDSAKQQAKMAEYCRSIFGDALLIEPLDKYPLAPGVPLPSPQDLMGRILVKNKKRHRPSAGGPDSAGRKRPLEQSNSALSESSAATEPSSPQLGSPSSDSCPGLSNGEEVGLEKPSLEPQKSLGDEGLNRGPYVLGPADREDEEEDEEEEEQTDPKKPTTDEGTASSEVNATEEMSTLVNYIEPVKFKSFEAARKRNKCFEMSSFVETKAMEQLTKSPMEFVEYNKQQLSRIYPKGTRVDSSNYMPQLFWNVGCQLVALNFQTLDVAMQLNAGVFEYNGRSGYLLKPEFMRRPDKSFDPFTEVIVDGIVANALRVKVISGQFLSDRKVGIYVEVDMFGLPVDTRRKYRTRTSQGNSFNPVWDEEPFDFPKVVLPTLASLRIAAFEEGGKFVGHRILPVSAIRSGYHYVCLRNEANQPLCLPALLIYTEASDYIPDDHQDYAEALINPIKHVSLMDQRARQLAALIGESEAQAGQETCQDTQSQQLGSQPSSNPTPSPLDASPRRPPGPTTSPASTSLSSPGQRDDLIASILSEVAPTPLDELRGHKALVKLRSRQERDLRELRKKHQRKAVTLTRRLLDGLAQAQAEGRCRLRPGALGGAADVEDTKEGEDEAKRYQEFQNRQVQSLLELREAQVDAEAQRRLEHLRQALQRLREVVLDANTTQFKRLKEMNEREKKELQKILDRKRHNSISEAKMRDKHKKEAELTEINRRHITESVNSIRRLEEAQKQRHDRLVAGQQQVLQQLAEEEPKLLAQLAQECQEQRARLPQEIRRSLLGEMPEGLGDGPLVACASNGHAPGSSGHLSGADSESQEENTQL
Rev-erbA mod: Rev-erb alpha (human) modulation | AID 1259318 | Rev-erbα–FITC-DNA binding, fluorescence polarization, 90 min | P20393 | activity, % at 10 µM | 370,000 tested, 0.79% active;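 active = activity above about 14%, limit read from the data; passing the limit was not always enough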;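 note: 0% = DMSO wells with 35 nM protein and 100% = DMSO wells with 750 nM protein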
hgDAF12 agonist: agonists of H. glycines DAF-12 nuclear receptor; 370,000 tested, 1.8% active; HEK293 GAL4-hgDAF12 UAS-luciferase reporter, agonist luminescence; normalized to butyrate control; activation, % at 6.8 µM; AID 687014;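 active = activation above a cutoff set at the mean of all screened compounds plus 3 SD, cut at about 10% in these data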;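 note: 0% = DMSO wells and 100% = sodium butyrate wells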
DAX1 inh-1: inhibitors of DAX1 repression of SF-1 activated StAR promoter; HEK293T StAR-luciferase reporter, SF-1/DAX-1 repression relief; inhibition, % at 6.8 µM; 370,000 tested, 1.1% active; AID 652010;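 active = inhibition above the mean over all tested compounds plus 3 SD, cut at about 3.6% in these data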;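 note: 0% = DAX-1 cells with DMSO and 100% = cells lacking DAX-1 with DMSO; higher inhibition means more luminescence from relief of DAX-1 repression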
hcDAF12 agonist: activators of H. contortus DAF-12 nuclear receptor. activation, % at 6.8 µM. AID 652067. HEK293 hcDAF-12 lit1-tk-luc reporter, luminescence; 0% DMSO, 100% Δ7-dafachronic acid. 370,000 tested, 1.4% active;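 active = activation above the mean of all tested compounds plus 3 SD, cut at about 5.5% in these data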;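 note: 100% = response to 3 µM Δ7-dafachronic acid high control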
ssDAF12 agonist: activates DAF-12 receptor from parasite S. stercoralis; activation, % at 6.8 µM; HEK293 ssDAF-12/GRIP1 lit1-tk-luc reporter, luminescence; % of 3 µM dafachronic acid response; 370,000 tested, 1% active;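 active = activation above the mean over all tested compounds plus 3 SD, cut at about 0.9% in these data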;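 note: 0% = DMSO-only wells and 100% = 3 µM delta7-dafachronic acid wells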
MBD2 DNA inh: MBD2-methylated oligo binding inhibition; TR-FRET, MBD2 binding to methylated oligonucleotide; inhibition, % at 4.4 µM; 370,000 tested, 0.31% active; in the data active = inhibition above about 13%
SMARCA2 activ: activators of SMARCA2 function; 370,000 tested, 1% active; AID 652017; activation, % at 9.1 µM; MG213 cells, MMTV-luciferase reporter, dexamethasone, overnight; in the data active = activation above about 7.8%;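 note: 0% = vehicle wells and 100% = reference activator wells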
DAX1 inh-2: inhibits human nuclear receptor DAX1 | AID 504766 | HEK293 Gal4-DAX1 luciferase reporter, luminescence | 340,000 tested, 0.99% active | inhibition, % at 6.75 µM;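 active = inhibition above the mean over all tested compounds plus 3 SD, cut at about 4.2% in these data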;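 note: 0% = DAX1-transfected cells with DMSO and 100% = empty-vector control cells with DMSO; inhibition shows as a rise in luminescence from relieved DAX1 repression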
ADAM17 inh: inhibits human ADAM17 | P78536 | recombinant ADAM17, EDANS/DABCYL FRET peptide cleavage | inhibition, % at 6.95 µM | 370,000 tested, 0.83% active | AID 720648;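 active = inhibition above the mean of compounds lying between control limits plus 3 SD, set per campaign, cut at about 8.5% in these data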;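 note: 0% = DMSO-only wells as the low control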
Numbers without * were called inactive; · = not tested or not shown.

SMILES	PLCg1 inh	PLCb3 inh	Rev-erbA mod	hgDAF12 agonist	DAX1 inh-1	hcDAF12 agonist	ssDAF12 agonist	MBD2 DNA inh	SMARCA2 activ	DAX1 inh-2	ADAM17 inh
Cc1nc(C)c(-c2csc(Nc3ccccn3)n2)s1	-3	-12	-1	6.1	0.2	3.9	0.3	3	-1	-0.7	-3
CCC1CCCCN1C(=O)COc1ccc(F)cc1 (centres undefined)	4	-6	-3	-2.3	-0.5	-0.8	-1.4	1	-3	0.2	-3
COc1cc(-c2[nH]nc3c2C(c2ccoc2)C(C#N)=C(N)O3)cc(OC)c1OC (centres undefined)	-8	-8	3	-2.9	-0.5	-1.4	-1.3	-8	-1	0.7	-4
CC(C)[C@H](NC(=O)OC(C)(C)C)C(=O)NCC1CCC(C(=O)N[C@@H](Cc2ccccc2)C(=O)O)CC1 (some centres undefined)	1	-8	1	2.4	-0.1	-2.0	-1.1	1	-2	-1.2	-4
Cc1ccc(CNC(=O)COC(=O)CN2C(=O)C3CC=CCC3C2=O)cc1 (centres undefined)	-5	-16	7	3.7	1.5	0.4	-1.1	-2	-4	0.8	0
CCOC(=O)c1cc(-c2ccc(C)cc2)n(CCC(=O)NC(C)CC)c1C (centres undefined)	2	-2	-3	-2.5	-1.4	-1.1	-1.9	4	-1	-1.2	-5
CCOC(=O)CNC(=S)NN(C)C	-1	-10	6	0.6	0.4	-1.9	-2.0	-2	0	-0.5	0
CCC(=O)N1CCc2cc(S(=O)(=O)N(C)c3ccc(Br)cc3)ccc21	0	-4	-4	1.3	-0.6	-1.9	-0.8	4	-2	-0.6	-5
COc1ccc(CCNC(=O)CSc2nc(C)nc3sccc23)cc1OC	-1	-11	3	-0.3	-1.1	-1.3	-1.1	0	-4	-0.4	-6
Cc1cccc(CN2CCC(Oc3ccc(C(=O)N4CCCCC4)cc3)CC2)c1	0	-8	1	0.9	-0.8	-0.5	-0.8	3	-1	-0.1	-2
Cc1ccc(/C=C/C(=O)Nc2ccc(S(N)(=O)=O)cc2)o1	-24	-41	-4	-0.7	0.6	-0.5	-1.1	9	-4	3.9	-19
O=C(Cc1c[nH]c2ccccc12)Nc1nnc(C2CC2)s1	-4	-4	0	-7.9	0.2	1.4	-0.5	-6	2	-1.3	1
COCCCn1nnnc1SCC(=O)Nc1nc2ccccc2s1	-1	-6	4	1.9	-0.7	-1.3	-0.8	5	1	-0.4	0
O=C(CSCc1ccc(F)cc1)Nc1ccccc1C(=O)N1CCOCC1	2	1	7	-2.6	-0.3	-1.1	-1.2	-4	-3	0.4	-1
O=C(NCC(=O)N1CCCC1)c1cccs1	-1	1	-4	2.8	1.4	-3.0	-0.7	-5	-1	1.7	-6
COc1ccc(/C=N/NC(=O)Cn2c(Cc3ccc(OC)c(OC)c3)nc3ccccc32)cc1	0	-3	-6	2.1	-0.3	-4.1	-0.3	-7	3	1.0	2
CCCCOCCCNC(=O)C[C@@H]1C[C@@]2(C(=O)OC)CCCCC=C2N(Cc2ccc3c(c2)OCO3)C1=O	1	-1	0	-1.2	-1.2	-1.6	0.0	-5	-4	·	-2
Cc1cc(C)c2oc(=O)cc(CN3CCN(Cc4ccccc4)CC3)c2c1	-11	-13	7	1.0	0.4	5.5	0.0	5	-1	1.0	-3
CCOC(=O)c1cc(-c2csc(-c3cccc(Cl)c3)n2)on1	-1	-14	0	0.6	0.3	0.5	-1.2	1	-3	-0.7	-3
CCOc1ccc(NC(=O)CC2C(=O)N(C)C(=S)N2Cc2ccco2)cc1 (centres undefined)	2	5	-11	1.0	0.4	-1.0	-2.1	-1	1	-1.7	-3
O=C(CSc1nnc(Cc2ccccc2)n1-c1ccc(F)cc1)N1CCOCC1	1	1	-4	-2.8	-0.4	-0.2	-1.6	-2	1	-0.7	-2
CC(=O)N1CCN(C(=O)c2ccco2)CC1	-2	-6	0	2.9	0.0	-2.7	-1.2	4	-3	0.7	-5
CC1CCN(CC(=O)Nc2ccc(N3CCCCCC3)cc2)CC1	1	-15	3	3.7	-0.5	-0.5	-1.9	-6	-1	-2.5	-3
O=C(NCCC1CCCCN1S(=O)(=O)c1ccccc1)C(=O)Nc1ccc(F)cc1 (centres undefined)	2	-8	-1	-0.4	2.4	0.1	-0.9	-4	-2	-0.5	9.7*
COc1ccc(C)cc1NC(=O)CSc1ccc(-c2ccccn2)nn1	1	-7	-1	-2.5	-1.7	-0.7	-0.9	0	-1	-0.8	-4
COCC1CCN(C(=O)c2ccc3oc(Cc4ccccc4)nc3c2)C1 (centres undefined)	-3	-6	-1	7.0	1.5	1.6	0.0	-3	1	-0.4	-1
CC(C)n1nnc(-c2ccc(OCc3ccccc3F)cc2)n1	1	-4	0	8.2	0.4	2.0	-0.5	2	5	2.1	-3
CC1(C)CC(=O)C=C(c2ccccc2CO)C1=O	-3	-1	-1	-1.4	0.0	0.3	-1.0	-1	-1	0.8	2
COc1ccccc1NS(=O)(=O)c1cc(NC(=O)Cc2n[nH]c(=O)c3ccccc23)ccc1Cl	5	-2	-2	-1.2	-1.6	0.6	-1.2	8	-4	1.4	0
CN(c1ccc(C(=O)NCC2CCCO2)cc1)S(=O)(=O)c1ccccc1 (centres undefined)	2	4	4	1.8	0.0	-1.7	-1.1	2	0	-0.2	2
CCC(C(=O)OC)n1cnc2scc(-c3ccc(C)c(C)c3)c2c1=O (centres undefined)	0	-7	-9	-1.6	-0.9	-0.8	-0.6	6	-2	0.2	-1
CC(=O)Nc1cccc(C(=O)O)n1	0	4	0	-2.3	-0.2	1.1	-0.9	-2	-1	-0.9	-4
CCOCCCNC(=O)c1c[nH]c2ccc(C)cc2c1=O	5	4	0	-2.2	0.8	-1.2	-1.1	1	-1	0.1	2
COc1ccccc1N1CCN(c2nc3c(C)cccn3c(=O)c2C=O)CC1	-7	-10	1	-3.8	-1.0	-1.6	-2.0	-5	0	-0.7	-1
COc1ccc(C(=O)O)cc1S(=O)(=O)NCc1ccncc1	3	2	3	0.6	-1.4	-0.6	-0.8	1	-6	0.7	-5
O=C(CCNC(=O)Cn1ccc2ccccc2c1=O)NCCCN1CCN(c2ccc(F)cc2)CC1	0	2	4	0.1	-0.4	-1.5	-1.1	2	0	0.3	-4
CCC(c1nnnn1Cc1ccc(OC)cc1)N(CCCO)Cc1cc2cc3c(cc2[nH]c1=O)OCO3 (centres undefined)	-98	-140	0	0.5	-0.2	-2.1	-1.0	-3	0	2.6	-44
Fc1ccc(Nc2nc(Oc3ccc4c(c3)OCO4)nc(N3CCOCC3)n2)c(F)c1	0	3	-5	-0.3	0.1	-1.9	-1.0	-3	-4	2.3	-4
COc1ccc(/C=C/C(=O)OCc2cccc([N+](=O)[O-])c2)cc1	-2	-3	-4	-2.0	0.2	0.0	-1.4	0	-4	0.3	2
O=C(CSc1nnc(-c2ccncc2)n1-c1ccc(Cl)cc1)c1ccc(Cl)c(Cl)c1	-5	-1	31*	-0.9	-0.4	-2.1	-1.8	-3	-1	·	2
O=NN(CC(=O)NNc1ccccc1)CC(=O)NNc1ccccc1	-2	-1	2	-2.6	2.1	-2.1	-1.3	-2	0	·	-1
O=C(CCn1c(=O)oc2ccccc21)Nc1nc2ccccc2s1	0	2	2	-0.5	-0.6	0.8	-1.0	-4	-2	-0.1	3
CC(C)OC(=O)COc1ccc(-c2ccccc2)cc1	5	0	-1	2.8	0.1	-1.6	-1.3	-3	0	0.9	-2
CC1(C)C2CC[C@]1(C)C(=O)N(CCCCN1CCN(c3ccccn3)CC1)C2=O	6	6	0	-1.7	-0.1	-1.4	-0.8	2	-2	-0.4	0
O=C(NCC1CCCO1)c1cc(S(=O)(=O)N2CCCC2)c(Cl)cc1Cl (centres undefined)	-2	2	3	-0.5	-1.1	0.7	-1.1	-6	1	2.5	0
O=C(CNC(=O)c1sc2ccccc2c1Cl)NC1CC1	-2	-5	-2	5.0	2.2	5.0	-0.6	-3	3	0.7	-1
Cc1ccc(-c2nn(-c3ccccc3)cc2C2CC(c3cccs3)=NN2C(=O)CCC(=O)O)cc1 (centres undefined)	-6	-8	-3	-0.9	-0.1	-2.0	-0.7	4	5	0.2	-7
CCOc1ccc(NC(=S)N(CCc2c(C)[nH]c3ccc(C)cc23)Cc2ccco2)cc1	-4	-2	2	0.4	-0.7	1.0	-1.1	0	-4	0.7	4
CCC1(CC)SC(N)=NC1=O	0	1	3	0.0	-0.3	0.8	-0.6	1	-3	0.0	-1
CN(CC1CCCN(CCc2cccc(C(F)(F)F)c2)C1)C(=O)c1ccco1 (centres undefined)	3	1	-3	2.3	-2.6	-0.9	-0.7	3	11*	0.6	1

Copied from the list.
CCOc1ccc(NC(=S)N(CCc2c(C)[nH]c3ccc(C)cc23)Cc2ccco2)cc1 @ PLCb3 inh = -2
CC(=O)Nc1cccc(C(=O)O)n1 @ SMARCA2 activ = -1

Rev-erbA mod, what is marked active above
compound | PLCg1 inh | PLCb3 inh | Rev-erbA mod | DAX1 inh-1 | hcDAF12 agonist | ssDAF12 agonist | MBD2 DNA inh | SMARCA2 activ | DAX1 inh-2 | ADAM17 inh
O=C(CSc1nnc(-c2ccncc2)n1-c1ccc(Cl)cc1)c1ccc(Cl)c(Cl)c1 | -5 | -1 | 31* | -0.4 | -2.1 | -1.8 | -3 | -1 | · | 2

Other records
SMILES	PLCg1 inh	PLCb3 inh	Rev-erbA mod	hgDAF12 agonist	DAX1 inh-1	hcDAF12 agonist	ssDAF12 agonist	MBD2 DNA inh	SMARCA2 activ	DAX1 inh-2	ADAM17 inh
CCC(=O)Nc1cccc(C2=NOC3(C2)C[C@@H](C(N)=O)N(C(=O)C2(C)CC2)C3)c1 (some centres undefined)	3	3	1	-0.2	-0.2	-2.2	-1.7	2	1	1.1	-4
Cn1c(NCc2ccccc2F)nc2cc(-c3cccc(C(F)(F)F)c3)sc2c1=O	3	3	1	-3.6	-0.5	-2.3	-1.6	4	2	·	-2
Cc1[nH]c(=O)c(Cc2ccccc2)c(O)c1C#N	2	-3	-2	-0.9	-0.1	0.3	-1.0	2	-3	2.4	-2
Cc1cccc(N/N=C/c2ccc(C)s2)c1	-11	-22	5	6.7	0.3	3.2	-0.2	8	4	0.6	-5
O=C(NCC1CCCO1)c1csc(Nc2cccc3ccccc23)n1 (centres undefined)	-4	-12	7	-4.2	-0.9	0.2	-1.4	-7	-1	-0.4	-2
CCOc1ccc(NC(=O)C2CCC(C)(C(=O)O)C2(C)C)cc1 (centres undefined)	2	1	11	4.3	-0.5	-1.2	-1.7	4	-1	0.9	1
Cc1ccc2nc3n(c(=O)c2c1)-c1ncccc1C(=O)NC3Cc1ccc(O)cc1 (centres undefined)	-2	0	-5	0.7	-1.0	-0.7	-0.3	0	0	-0.3	-2
COc1ccccc1NS(=O)(=O)c1cc(C(=O)NCC(c2ccc(F)cc2)N2CCOCC2)ccc1C (centres undefined)	2	-3	7	0.2	1.7	-1.1	-1.0	-3	-1	-1.4	6
O=C(/C=C/c1ccco1)N1CCN(S(=O)(=O)c2cccc([N+](=O)[O-])c2)CC1	-1	-4	5	0.9	-2.1	-0.7	-1.3	-1	-1	0.6	-1

Outcome played no part in choosing rows; overall some 7.4% were active at least once.
